Bioassay records from PubChem BioAssay.
RORgamma inh: inhibitors of mouse ROR gamma transcriptional activity. P51450. Potency, µM (highest dose often 53.6 µM), for inactives: at the highest dose activity change, negative = inhibition, usual class: inhibitors. Drosophila S2 Gal4-RORgamma UAS-luciferase reporter, 20 h. AID 2551. 310,000 tested, 5.4% active; also: % is scaled to controls: 0 for no effect and ±100 for the full control effect; nearly all actives have a fitted effect of over 60% in size
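Drosophila Schneider cells stably carrying a metallothionein-driven Gal4 DBD–ROR gamma fusion and a UAS-Photinus luciferase reporter were exposed to compound for 1 hr, then induced with copper sulfate (700 uM final) for 20 hr at ambient temperature before luminescence reading.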
p53 reactivator: re-activators of mutant p53 | H1299 p53-A138V BP100-luciferase reporter, luminescence, 24 h | Potency, µM (series often up to 92.2 µM), for the others: at the top dose activity change, positive = activation, hits mostly activators | AID 504706 | 320,000 tested, 0.063% active; also: % of control where 0% means no effect; nearly all actives have a fitted effect of over 45% in size
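H1299 (p53-null), stable ts p53-A138V + BP100-Luc; 1000 cells/well, Opti-MEM/10% FBS; cpd 4 pt, 1:5; 24 h, 37 deg C, 5% CO2; detection reagent 10 min RT; luminescence.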
Rab9 promoter act: activates the Rab9 promoter. Huh7 Rab9 promoter-luciferase reporter, luminescence, 24 h. Potency, µM (highest dose often 9.22 µM), for inactives: top-dose activation, negative = inhibition, most hits filed as activators. 320,000 tested, 2.8% active. AID 485297; also: % of control where 0% means no effect; nearly all actives have a fitted effect of over 60% in size
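Rab9 promoter-driven luciferase in stably transfected Huh7 cells; 1500 cells/well rested 2 h, exposed to compound in DMSO for 24 h at 37 °C, 5% CO2. Luminescence read 10 min after adding luciferase reagent at ambient temperature.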
BRCA1 expr act: BRCA1 expression activation; MCF7-BRCA1-FFLuc reporter, luminescence, 48 h; response scale: scaled: vehicle 0%, 10 µM genistein 100%; Potency, µM (doses to about 46.1 µM), inactives show top-dose activation, actives largely listed as activators; 380,000 tested, 1.1% active; AID 624202; also: nearly all actives have a fitted effect of over 80% in size; some results filed as inactive show a strong effect at the top dose
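First, MCF7-BRCA1-FFLuc cells (2000/well) attach for 2 h; next, compounds are pin-added and incubated 48 h at 37 °C; finally, luciferase reagent is added and luminescence read after 15 min.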
MLL CXXC-DNA inh: inhibitors of human MLL CXXC domain-DNA interaction; Q03164; MLL-CXXC / FITC-HOXA9 DNA fluorescence polarization; Potency, µM (titrated, usually from 115 µM), for the others: at the highest dose activity change, negative = inhibition, hits mostly inhibitors; 290,000 tested, 0.037% active; AID 2662; active = well fitted inhibition curve with a large enough effect in the polarisation, with a control signal flat, not every such curve was filed as active; inconclusive = small, poorly fitted or top-dose-only effect, or effect the other way, or a change in a side signal; inactive = no such curve, though single readings can be large or run the other way; the % refers to the polarisation
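Purified MLL-CXXC (added from a 7 uM solution) was preincubated 5 min at ambient with pinned compounds in 50 mM Tris-HCl pH 7.5, 50 mM NaCl, 1 mM DTT, 0.05% BSA. Fluorescein-labeled HOX-A9 DNA (50 nM solution) followed, 30 min, then polarization read.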
NPC1 promoter act: NPC1 promoter activation; 320,000 tested, 2.4% active; Potency, µM (doses to about 9.22 µM), for inactives: at the top dose activation, actives largely listed as activators; Huh7 NPC1 promoter luciferase reporter, 24 h;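 also: % of control where 0% means no effect; nearly all actives have a fitted effect of over 60% in size; reporter is driven by a mutant NPC1 promoter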
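Stable NPC1-promoter luciferase Huh7 line; cpd (DMSO) 24 h, 37 °C, 5% CO2; Amplite luciferase reagent 10 min RT; luminescence readout. qHTS format.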
ELG1 genotoxic: genotoxicity induction in ELG1-luciferase HEK293T cells; 330,000 tested, 1.3% active; AID 504466; Potency, µM (top dose mostly 46 µM), without a hit: top-dose activity change, positive = activation, most hits filed as activators; HEK293T ELG1-luciferase reporter, luminescence, 16 h; also: % of control where 0% means no effect; nearly all actives have a fitted effect of over 60% in size
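HEK293T cells expressing luciferase-tagged ELG1 were treated with compound or DMSO for 16 hr at 37°C. Luciferase activity was then read after 30 min with ONE-Glo at room temperature; rising signal flags genetic stress.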
VP16 counter: counter-screen for ROR gamma inhibitors: Gal4-VP16 reporter | Drosophila S2 Gal4-VP16 UAS-luciferase, luminescence, 20 h | Potency, µM (series often up to 53.6 µM), inactives show at the top dose activity, negative = inhibition, actives largely listed as inhibitors | 310,000 tested, 3.5% active;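 also: Gal4-VP16 expression switched on by copper sulfate through the metallothionein promoter; % is scaled to controls: 0 for no effect and ±100 for the full control effect; nearly all actives have a fitted effect of over 50% in size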
FLuc counter: inhibits or activates purified firefly luciferase, miR-21 counter-screen; P08659; purified FLuc, Km substrates, luminescence inhibition; Potency, µM (series often up to 57.5 µM), inactives show top-dose activity change, negative = inhibition, usual class: inhibitors; 360,000 tested, 6.9% active; AID 588342;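 also: plate controls were vehicle for no effect and reference inhibitor for full effect; nearly all actives have a fitted effect of over 55% in size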
Target sequence (P08659 whole entry, looked up): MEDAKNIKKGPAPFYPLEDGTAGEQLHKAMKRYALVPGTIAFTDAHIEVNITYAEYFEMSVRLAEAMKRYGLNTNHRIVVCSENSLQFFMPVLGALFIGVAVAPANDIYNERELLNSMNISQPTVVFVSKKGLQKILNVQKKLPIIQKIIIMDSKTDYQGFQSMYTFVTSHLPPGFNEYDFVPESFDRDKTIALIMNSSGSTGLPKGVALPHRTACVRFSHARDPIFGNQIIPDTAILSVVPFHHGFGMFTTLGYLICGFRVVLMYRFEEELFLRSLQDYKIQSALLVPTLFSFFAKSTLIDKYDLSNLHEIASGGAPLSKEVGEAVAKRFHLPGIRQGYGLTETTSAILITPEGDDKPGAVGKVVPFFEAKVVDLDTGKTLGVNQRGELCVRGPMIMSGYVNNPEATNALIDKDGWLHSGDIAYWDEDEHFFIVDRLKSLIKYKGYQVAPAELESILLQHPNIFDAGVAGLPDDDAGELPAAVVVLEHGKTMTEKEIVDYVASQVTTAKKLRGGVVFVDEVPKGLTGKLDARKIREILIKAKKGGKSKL
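Biochemical qHTS of compounds, final roughly 60 µM downward over six points, against 10 nM purified firefly luciferase using Km concentrations of substrates (10 uM D-luciferin, 10 uM ATP) in Tris acetate pH 7.5 buffer; luminescence output.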
uPA generation: inhibitors of cell surface uPA generation; 330,000 tested, 0.31% active; cell surface uPA generation assay, qHTS; Potency, µM (titrated, usually from 38.3 µM), for inactives: at the highest dose activity change, negative = inhibition, actives largely listed as inhibitors; AID 540303; active = well fitted inhibition curve with a large enough effect; inconclusive = small, poorly fitted or top-dose-only effect; inactive = no such curve, though single readings can be large or run the other way; tested in mouse RAW 264.7 cells; also: % is scaled to controls: 0 for no effect and ±100 for the full control effect; nearly all actives have a fitted effect of over 55% in size
MBNL1-CUG inh: blocks human MBNL1 binding to CUG repeat RNA; Q9NR56; TR-FRET MBNL1-His/biotin-(CUG)12 binding, 665/545 ratio; Potency, µM (titrated, usually from 57.5 µM), for inactives: at the top dose activity change, negative = inhibition, hits mostly inhibitors; 280,000 tested, 0.036% active; AID 2675; active = well fitted inhibition curve with a large enough effect in the signal ratio, with a control signal flat, not every such curve was filed as active; inconclusive = small, poorly fitted or top-dose-only effect, or effect the other way, or a change in a side signal; inactive = no such curve, though single readings can be large or run the other way; the % refers to the signal ratio; also: % is scaled to controls: 0 for no effect and ±100 for the full control effect
Target sequence (Q9NR56 whole entry, looked up): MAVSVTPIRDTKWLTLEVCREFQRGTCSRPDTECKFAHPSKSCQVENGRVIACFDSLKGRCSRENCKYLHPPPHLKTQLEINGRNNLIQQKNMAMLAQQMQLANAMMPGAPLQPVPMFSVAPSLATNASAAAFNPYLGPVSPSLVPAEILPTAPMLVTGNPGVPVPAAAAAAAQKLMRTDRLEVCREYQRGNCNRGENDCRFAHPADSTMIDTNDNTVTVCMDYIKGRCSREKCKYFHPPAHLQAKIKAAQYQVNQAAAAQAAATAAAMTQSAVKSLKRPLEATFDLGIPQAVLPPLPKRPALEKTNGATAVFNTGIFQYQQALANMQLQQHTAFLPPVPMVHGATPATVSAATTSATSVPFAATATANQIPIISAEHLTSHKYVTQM
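Ratiometric TR-FRET (665 over 545 nm, excitation 340 nm) tracks disruption of MBNL1-His/biotin-(CUG)12 complex after 60 min at room temperature, with compounds at 92 nM to 58 uM final.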
The depositor's hits bear a star; ? = inconclusive; / = no result given; [ ] = remark or other dose. Unless noted, calls follow the shape of the dose curve; as a rule, active = well fitted curve in the direction sought with a large enough effect; inconclusive = small, poorly fitted or top-dose-only effect, or another doubt; inactive = no such curve, though single readings can be large; an effect the other way counts as inactive or inconclusive. Potency is read from the fitted curve at half-maximal effect.

SMILES	RORgamma inh	p53 reactivator	Rab9 promoter act	BRCA1 expr act	MLL CXXC-DNA inh	NPC1 promoter act	ELG1 genotoxic	VP16 counter	FLuc counter	uPA generation	MBNL1-CUG inh
O=C(O)CSc1cccc2cccc(C(=O)O)c12	44%	2%	1%	-11%	3%	-4%	2%	2%	6%	6%	5%
Fc1ccc(NC(=S)NCCN2CCOCC2)c(F)c1F	5%	-3%	-1%	6%	16%	0%	1%	?	2%	-5%	-7%
Cc1ccc(Oc2ccc(OCC(=O)NC3CCS(=O)(=O)C3)cc2)cc1 (stereo not drawn)	?	-7%	-10%	-59%	3%	-8%	0%	-20%	-7%	4%	-4%
Cc1cccc(NC(=O)[C@@H]2CCCN2C(=O)OC(C)(C)C)c1	-17%	1%	-1%	-7%	2%	0%	7%	-5%	0%	9%	2%
Cc1ccc2nc(Cl)c(CN(C(=O)c3cnccn3)C3CCCCC3)cc2c1	20%	-3%	-2%	-12%	-2%	1%	-3%	0%	0%	-6%	1%
Cc1ccc(S(=O)(=O)N2CCCCC2)cc1NC(=O)Cn1cnnn1	27%	-3%	-2%	9%	-4%	-1%	0%	14%	2%	4%	-5%
COCCCNCCCOc1ccc(C)cc1Br	-16%	-4%	2%	-24%	13%	4%	-1%	3%	0%	3%	7%
CCOCC(O)CSCc1ccc(Cl)cc1 (stereo not drawn)	11%	/	/	1%[1.84 µM]	2%	/	/	4%	4%	0%	0%
Cc1c(NC(=O)c2cc(-c3ccc(Cl)c(Cl)c3)on2)c(=O)n(-c2ccccc2)n1C	-8%	-8%	-1%	-22%	7%	-2%	-4%	-1%	?	2%	-6%
Cc1ccc(NS(=O)(=O)c2ccc(-c3cnc(C4CC4)o3)cc2)c(C)c1	40%	4%	-28%	-43%	3%	-27%	14%	-17%	6%	?	1%
Cc1ccc(NCc2nnc(SCC(=O)N3CCc4ccccc43)n2C)cc1	21%	1%	6%	-10%	5%	-2%	5%	-11%	0%	/	-3%
Cn1cccc1Cc1nnc(SCC(=O)NCc2ccc3c(c2)OCO3)n1CCc1ccccc1	10%	-3%	-3%	0%	0%	-2%	-5%	0%	2%	/	6%
C=CCOc1ccc(CN(C)C(=O)c2ccc(CNS(=O)(=O)c3ccc(C)c(C)c3)cc2)cc1	/	14%	-16%	-46%	/	-13%	-1%	/	4%	?	/
Cc1cnc(NC(=O)CSc2nnc(Cc3ccccc3)n2C)s1	5%	-4%	-1%	2%	-6%	1%	-4%	0%	-1%	/	-6%
CCC(=O)N1CCN(c2ccc(Cl)cc2NC(=O)c2ccc([N+](=O)[O-])o2)CC1	?	17%	1%	-26%	31%[activator]	-13%	19%	-23%	1%	-8%	?
CC(/C=N/n1c(C2CCCCC2)n[nH]c1=S)=C\c1ccccc1	3.5µM*	-5%	0%	-25%	-5%	-5%	-9%	10µM*	1%	1%	6%
c1ccc(CCc2cc3ccccc3[nH]2)cc1	/	25%	1%	40%	/	17%	9%	/	?	1%	/
O=C(CSc1ccc(-c2cccnc2)nn1)N1CCCc2ccccc21	6%	-3%	-3%	/	14%	-4%	-3%	-11%	2%	/	6%
CCOC(=O)Cc1ccc(NC(=O)c2ccccc2Br)cc1	-5%	-6%	12%	0%	-4%	14%	10%	-9%	19µM*	-15%	3%
Cc1ccc(NS(=O)(=O)c2cc(OCC(N)=O)c(C)cc2Cl)cc1C	?	-6%	-11%	-30%	3%	-1%	-3%	-23%	1%	-3%	-5%
CC(Oc1ccccc1)C(=O)Nc1ccccc1O (stereo not drawn)	25%	-1%	28%	-36%	7%	-2%	1%	2%	2%	-4%	-5%
CN1CCCN(S(=O)(=O)c2ccc3ccccc3c2)CC1	12%	3%	0%	-20%	1%	-5%	0%	-15%	-2%	-1%	-2%
Cc1cc(S(=O)(=O)NCCC2=CCCCC2)ccc1Br	/	11%	0%	-13%	/	2%	0%	/	-2%	2%	/
O=C(O)c1ccccc1SC1CC(=O)N(C2CCCCC2)C1=O (stereo not drawn)	?	6%	-3%	1%	-3%	-3%	5%	?	-2%	-7%	-13%
Cc1noc(C)c1COC(=O)c1cc2ccccc2cc1O	2%	8%	2%	4%	6%	-2%	16%	-3%	0%	-3%	13%
Continuation.
SMILES	RORgamma inh	p53 reactivator	Rab9 promoter act	BRCA1 expr act	MLL CXXC-DNA inh	NPC1 promoter act	ELG1 genotoxic	VP16 counter	FLuc counter	uPA generation	MBNL1-CUG inh
Cc1[nH]c(=O)[nH]c(=O)c1S(=O)(=O)Nc1ccc(S(N)(=O)=O)cc1	-11%[1.91 µM]	10%	10%	-2%	1%	1%	-1%	-9%	-4%	0%	-3%
COc1ccc(/C(N)=N/OC(=O)c2cccc([N+](=O)[O-])c2C)cc1	-9%	4%	26%	-23%	0%	20%	?	5%[10 µM]	17µM*	-3%	3%
CCOC(=O)CCCNC(=O)CCNC(=O)c1ccc(OC(C)C)cc1	31%	2%	18%	10%	-5%	2%	?	2%	-5%	6%	4%
CC(C)(CO)NCc1cc(Br)ccc1OCc1ccccc1	-7%	-4%	-1%	-31%	6%	-2%	-6%	-15%	0%	-18%	-19%
Cn1c(CNc2ccccn2)c(C#N)c2ccccc21	26%[0.365 µM]	2%	2%	-6%	6%	-2%	4%	/	-3%	/	2%
NC(=O)C1CCN(CCC(=O)Nc2ccc(Br)cc2)CC1	20%	-12%	-9%	-1%[1.84 µM]	0%	-4%	-1%	-8%	-3%	4%	?
O=C(Nc1cccc(S(=O)(=O)N2CCCCCC2)c1)C1CCN(C(=O)c2ccc(F)cc2)CC1	/	2%	-7%	-45%	/	-2%	-11%	/	4%	1%	/
CN1CCN(C(=O)c2ccc(CNS(=O)(=O)c3ccc(F)c(Cl)c3)cc2)CC1	-11%	-2%	-2%	7%	-5%	-2%	-1%	-1%	-1%	0%	-6%
Cc1cc(NC(=O)COn2nnc3ccc(Cl)cc32)no1	-9%	-7%	0%	-19%	0%	4%	-11%	3%	-1%	-2%	1%
CC(C)n1nc(C(=O)NCCc2ccc(S(N)(=O)=O)cc2)c2ccccc2c1=O	-7%	-1%	8%	-16%	4%	0%	-6%	-2%	0%	10%	6%
COc1ccc(NC(=O)Cn2nnc(C(=O)NCc3ccco3)c2N)cc1	-16%	-2%	2%	3%	21%	1%	2%	-7%	4%	12%	-5%
COc1ccc(CSCCc2n[nH]c(=S)n2-c2ccccc2)cc1	12%	-2%	-7%	2%	13%	-4%	-2%	-3%	-6%	-2%	-7%
COc1cccc(-c2csc(NC(=O)Nc3ccccc3)n2)c1	17%	12%	-5%	-16%	3%	-2%	-17%	?	13µM*	-20%	-3%
CC(=O)NNc1ncnc2ccccc12	9%	15%	0%	-25%	0%	1%	1%	-1%	-13%	13%	9%
CCOc1ccc(/C=C/C(=O)c2c(O)c3ccccc3oc2=O)cc1	-2%	10%	15%	-32%	?	-1%	1%	3%	11µM*	-4%	4%
O=C(/C=C/c1c(F)cccc1Cl)N1CCc2ccccc2C1	0.4µM*	6%	18%	86%	3%	21%	8%	2%	17µM*	-3%	2%
CC(=O)c1ccc(N(CC(=O)NC2CCCC2)C(=O)c2ccc(C)s2)cc1	-7%	-3%	10%	-8%	3%	0%	-5%	12%	1%	2%	-3%
Cc1ccccc1-n1c(=O)cc(N2CCC3(CC2)OCCO3)[nH]c1=O	-11%	6%	-5%	-26%	-3%	-1%	-2%	1%	1%	3%	-9%
CCC(C(=O)NC(C)(C)C)N(Cc1ccco1)C(=O)Cn1nnc(-c2ccc(F)cc2)n1 (stereo not drawn)	26%	-2%	2%	-30%	-17%	-3%	-7%	-4%	-1%	-1%	-19%
COc1ccc(NC(=O)COc2cccnc2[N+](=O)[O-])cc1OC	18%	3%	13%	0%	-4%	-1%	4%	1%	-2%	-1%	?
CCc1ccc(CN2CCC(n3nccc3NC(=O)c3cccc(F)c3)CC2)cc1	2%	9%	-6%	-29%	-18%	-6%	-13%	-5%	3%	21%	-1%
CCN(c1ccccc1)S(=O)(=O)c1ccc(C(=O)Nc2ncccc2C)cc1	/	-5%	10%	4%	/	1%	1%	/	-2%	2%	/
Cc1ccc(S(=O)(=O)N2CCN(S(=O)(=O)N3CCCCC3)CC2)c(C)c1	-5%	5%	0%	-47%	6%	-5%	-6%	-1%	9%	-3%	3%
O=C(Nc1cccc(C(F)(F)F)c1)c1cc2c(s1)-c1ccccc1OC2	-24%	-6%	2%	-7%	13%	-3%	-5%	?	2%	-4%	16%

The list is partial; the hit share may differ from the screen's.
